RAD54 branch = RAD54 (human) branch migration inhibition | Q92698 | RAD54 Holliday junction branch migration, FAM/BHQ fluorescence | inhibition, % at 10.4 µM | 360,000 compounds, 0.14% hits | AID 602329;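 active = mean normalized replicate activity at least 40 and at least half of replicates scoring 40 or more; inconclusive = only one of the two criteria met; inactive = mean below 40 and under half of replicates reaching 40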;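 also: 0% = median of neutral control wells and 100% = median of positive control wells; inhibitors cause a drop in the FAM fluorescence signal; in these data hits start at about 50%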
RAD52 anneal inh = blocks human RAD52 DNA annealing; 360,000 compounds, 0.46% hits; inhibition, % at 18.7 µM; recombinant RAD52 DNA annealing, FRET fluorescence; P43351;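 active = every replicate showing at least 50% inhibition; inconclusive = mean inhibition at least 50% but not in every replicate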
Target sequence (P43351 whole entry, looked up): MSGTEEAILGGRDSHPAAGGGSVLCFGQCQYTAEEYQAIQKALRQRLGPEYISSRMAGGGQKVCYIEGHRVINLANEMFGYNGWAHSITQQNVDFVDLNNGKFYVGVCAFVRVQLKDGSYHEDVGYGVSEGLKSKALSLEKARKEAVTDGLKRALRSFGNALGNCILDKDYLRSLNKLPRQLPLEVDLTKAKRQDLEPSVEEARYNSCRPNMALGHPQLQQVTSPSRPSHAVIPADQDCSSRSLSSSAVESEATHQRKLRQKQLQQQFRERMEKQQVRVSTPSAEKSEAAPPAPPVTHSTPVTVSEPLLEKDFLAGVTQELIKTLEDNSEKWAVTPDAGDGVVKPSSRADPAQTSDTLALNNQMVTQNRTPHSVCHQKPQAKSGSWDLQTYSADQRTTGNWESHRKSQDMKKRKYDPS
Xi reactivation = X-chromosome reactivation activator. XiGFP mouse fibroblasts, % GFP-positive cells imaging, 3 d; cells co-treated with 5-aza-dC sensitizer; scaled so ellipticine positive control = 100%. activation, % at 7.58 µM. 360,000 compounds, 0.055% hits;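 active = mean normalized replicate activation at least 10% and every replicate at or above 10%; inconclusive = only one of the two criteria met; inactive = mean below 10% and not all replicates reach 10%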;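 also: 0% = median of on-plate neutral control wells and 100% = ellipticine 6 µM median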
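Material: XiGFP fibroblasts, SV40-immortalized; Buffer or medium: DMEM containing 5-aza-dC; Compound dosing: single point; Times: 3 days compound exposure.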
esBAF inh = SWI/SNF esBAF complex inhibition. mouse ES cells, Bmi1-luciferase knock-in reporter, 24 h; 100% = twice the neutral-well signal. reporter increase, % at 12.5 µM. 350,000 compounds, 2% hits; in the data active = activation above about 40%; inconclusive = no clear call, values can overlap the other calls;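 also: 0% = median of the plate's neutral control wells and 100% = double that signal; a rise in the Bmi1 reporter signal indicates esBAF inhibition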
EWS-Fli inh = EWS/Fli transcriptional activity inhibition | A673 NR0B1-luciferase reporter, viability-normalised | inhibition, % at 12.6 µM | 350,000 compounds, 0.67% hits | AID 651661;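 active = mean inhibition of at least 50% after viability correction, with every replicate also passing that limit; inconclusive = mean reaches 50% but only one of two replicates passes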;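 also: firefly luciferase signal divided by Alamar Blue viability fluorescence both relative to DMSO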
S100A4 inh HTS = blocks human S100A4 binding to myosin IIA peptide | S100A4/TAMRA-MyoIIA peptide fluorescence polarization | inhibition, % at 10.7 µM | 360,000 compounds, 0.14% hits | AID 652163;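 active = mean inhibition of at least 70% across replicates, with every replicate also reaching that level; inconclusive = mean inhibition reaches 70% but some replicates fall short; inactive = mean inhibition below 70%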
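Assay system: human S100A4 monomer with TAMRA-labelled myosin IIA peptide / Buffer or medium: Calcium-containing HEPES buffer, pH 7.2 / Reagent: TAMRA-labelled myosin IIA heavy-chain peptide probe, 5 nM / Compound: one dose per compound / Timing: polarization read 5 min after assay mix addition, stable 5–60 min / Benchmarks: neutral control DMSO, positive control TFP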
FN deposition inh = fibronectin deposition inhibition | AH1F fibroblasts, Alexa488-fibronectin deposition fluorescence, overnight | inhibition, % at 12.6 µM | 350,000 compounds, 0.086% hits;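 active = mean inhibition across replicates of 30% or more, regardless of how many single replicates reach that level; inconclusive = mean under 30% yet at least half of replicates reach 30%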;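 also: positive control wells lacked labelled fibronectin entirely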
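Assay system: AH1F fibroblasts assembling fluorescent fibronectin matrix; Amount: 10000 AH1F cells per well; Buffer or medium: DMEM, 2% serum; Probe or stimulus: Alexa488-fibronectin, 24 nM final in well; Doses: single compound dose, delivered by pin transfer; Incubation: 1 h adhesion, overnight exposure; Measured by: fluorescence 485/525 nm; Read-out: fibronectin deposition inhibition.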
E-selectin induc = E-selectin induction on HUVECs | AID 686992 | 260,000 compounds, 0.37% hits | P16581 | HUVEC E-selectin immunofluorescence imaging; normalized: neutral wells 0, TNF-alpha wells 100 | activation, % at 7.58 µM;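 active = mean E-selectin-positive cell signal at least 10% of the positive control, reached in at least 60% of replicates, without over 20% cell loss; inconclusive = no rule given, readout overlaps actives, possibly toxicity-flagged; inactive = the rest, including those meeting only one limit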;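 also: in these data hits start at about 27%; measured in HUVEC primary endothelial cells; signal is the percent of cells scored E-selectin positive by PE staining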
Target sequence (P16581 whole entry, looked up): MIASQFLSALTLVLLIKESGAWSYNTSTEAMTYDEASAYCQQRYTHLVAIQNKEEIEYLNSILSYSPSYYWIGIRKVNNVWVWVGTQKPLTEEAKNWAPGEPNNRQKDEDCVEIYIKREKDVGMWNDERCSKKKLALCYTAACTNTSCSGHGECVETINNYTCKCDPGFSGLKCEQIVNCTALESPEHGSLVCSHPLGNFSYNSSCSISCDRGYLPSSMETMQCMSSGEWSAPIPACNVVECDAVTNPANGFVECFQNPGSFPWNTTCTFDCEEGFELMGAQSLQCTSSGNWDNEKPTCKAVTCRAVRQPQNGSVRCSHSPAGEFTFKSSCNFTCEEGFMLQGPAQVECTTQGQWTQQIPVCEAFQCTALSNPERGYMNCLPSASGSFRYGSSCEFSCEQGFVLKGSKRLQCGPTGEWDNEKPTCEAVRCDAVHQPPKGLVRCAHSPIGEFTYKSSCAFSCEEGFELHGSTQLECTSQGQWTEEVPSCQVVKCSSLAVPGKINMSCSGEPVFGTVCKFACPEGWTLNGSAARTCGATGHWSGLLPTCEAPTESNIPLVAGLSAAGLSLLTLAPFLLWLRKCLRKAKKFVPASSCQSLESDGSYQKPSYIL
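System: HUVEC / Compound: single concentration / Signal: immunofluorescence imaging / Read-out: percent E-selectin-positive cells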
* marks the source's active call; other numbers are inactive results; & = joins results of further samples. No enrichment for hits, and some 3% of all compounds hit somewhere here.

For COc1ccc(NC(=O)Nc2ccc3c(c2)CC(=O)N([C@@H](C)CO)C[C@@H](C)[C@@H](CN(C)CC2CCCCC2)O3)cc1 the results were RAD54 branch 2, Xi reactivation 0.1, esBAF inh 1, EWS-Fli inh 13 and E-selectin induc 0.4.
`O=C(C[C@@H]1C=C[C@@H](NC(=O)c2ccc3c(c2)OCO3)[C@@H](CO)O1)NCc1ccc(F)cc1` gave RAD54 branch 3, RAD52 anneal inh -4, Xi reactivation 0.5, esBAF inh 0, EWS-Fli inh 0, S100A4 inh HTS -7, FN deposition inh -12 and E-selectin induc -0.3.
For Cc1ccc(OCCC(=O)Nc2ccc(C)c(S(=O)(=O)N3CCOCC3)c2)cc1 the results were RAD54 branch -1, RAD52 anneal inh -1, Xi reactivation 0.3, esBAF inh -4, EWS-Fli inh 7, S100A4 inh HTS -4, FN deposition inh -6 and E-selectin induc -1.3.
C[C@@H]1CCCCO[C@H](CN(C)S(=O)(=O)c2cccs2)[C@@H](C)CN([C@H](C)CO)C(=O)c2cc(NC(=O)Nc3ccc(F)cc3)ccc2O1 was read as RAD54 branch 0, RAD52 anneal inh -13, Xi reactivation 0.1, esBAF inh 3, EWS-Fli inh -7, S100A4 inh HTS 10 and E-selectin induc 0.1.
Cc1ccc(F)c(S(=O)(=O)NC(=O)C2(C)CCN2C(=O)CCc2ccccc2)c1 (configuration not stated) was read as RAD54 branch -3, RAD52 anneal inh 1, Xi reactivation 0.0, esBAF inh -5, EWS-Fli inh -9, S100A4 inh HTS 0 and FN deposition inh -3.
`O=C(c1cc2ccccc2oc1=O)N(Cc1cccs1)CC1CCCO1` (configuration not stated) gave RAD54 branch -6, RAD52 anneal inh -5, Xi reactivation 0.1, esBAF inh 1, EWS-Fli inh 5, S100A4 inh HTS 3, FN deposition inh 1 and E-selectin induc 0.0.
Screening O=C(C1CCCC1)N1C[C@@H]2N[C@H](C1)C2c1ccc(-c2cncnc2)cc1 (some centres not stated) returned RAD52 anneal inh 7&16, Xi reactivation 0.1&0.2, EWS-Fli inh 8&-2, S100A4 inh HTS 3&5, FN deposition inh 4&-4 and E-selectin induc -0.5&0.5.
Screening Cc1nn(C)c(Oc2ccccc2)c1CCNC(=O)CC(C)C returned RAD52 anneal inh 1, Xi reactivation 0.0, esBAF inh 3, EWS-Fli inh 7, S100A4 inh HTS -1, FN deposition inh 13 and E-selectin induc -0.1.
`C[C@H](O)C#Cc1ccc2c(c1)O[C@H](CN(C)C(=O)C1CCCCC1)[C@@H](C)CN([C@@H](C)CO)S2(=O)=O` gave RAD54 branch -5, RAD52 anneal inh -5, Xi reactivation 0.1, esBAF inh 3, EWS-Fli inh -2 and S100A4 inh HTS 0.
`CCc1nc2c(OCc3ccc(Cl)cc3Cl)cccn2c1N(C)C(=O)c1ccccc1F` gave RAD54 branch -6, RAD52 anneal inh -19, Xi reactivation -0.1, esBAF inh 6, EWS-Fli inh 23, S100A4 inh HTS -4 and E-selectin induc 0.0.
O=C(NCc1cccc(Cl)c1)c1ccc(-c2csnn2)cc1 was read as RAD54 branch -15, RAD52 anneal inh -1, Xi reactivation 0.3, EWS-Fli inh -6, S100A4 inh HTS 4, FN deposition inh -5 and E-selectin induc -0.2.
CC(C)(C)c1cc(C(F)(F)F)n2ncc(-c3ccccc3)c2n1 was read as RAD54 branch -6, RAD52 anneal inh 5, Xi reactivation 0.0, esBAF inh 1, EWS-Fli inh -9, S100A4 inh HTS 3 and FN deposition inh -1.
For O=C(Nc1csc(Cc2c(Cl)cccc2Cl)n1)NN1CCOCC1 the results were RAD54 branch 7, RAD52 anneal inh 5, Xi reactivation 0.4, esBAF inh 0, EWS-Fli inh 5, S100A4 inh HTS -4, FN deposition inh -2 and E-selectin induc -0.3.
For COc1ccc2c3c([nH]c2c1)[C@@H](CO)N(C(=O)c1ccncc1)CC31CCN(C(=O)NC(C)C)CC1 the results were RAD52 anneal inh 12, Xi reactivation 0.1, EWS-Fli inh 20, S100A4 inh HTS -3 and E-selectin induc -0.3.
Cc1nc(SCC(=O)N(C)C2CCS(=O)(=O)C2)c(C#N)c(C)c1C (configuration not stated) was read as RAD54 branch -1, RAD52 anneal inh 12, Xi reactivation -0.2, esBAF inh -3, EWS-Fli inh 1, S100A4 inh HTS 0 and FN deposition inh 10.
O=C(Nc1cccc(Cl)c1)N1C[C@H]2[C@@H](c3ccccc31)[C@H](CO)N2C(=O)c1ccncc1 was read as RAD54 branch -8, RAD52 anneal inh -1, Xi reactivation 0.1, esBAF inh 2, EWS-Fli inh -2, S100A4 inh HTS 4 and E-selectin induc 0.3.
Cc1ccc(S(=O)(=O)Nc2ccc3c(c2)C(=O)N([C@@H](C)CO)C[C@@H](C)[C@@H](CN(C)C(=O)Nc2ccc(C(F)(F)F)cc2)OCCCC[C@@H](C)O3)cc1 was read as RAD54 branch 2, RAD52 anneal inh -29, Xi reactivation 0.3, esBAF inh 7, EWS-Fli inh 9, S100A4 inh HTS 0, FN deposition inh -23 and E-selectin induc 0.1.
CN(C)C(=O)C[C@@H]1C=C[C@H](NS(=O)(=O)c2ccccc2)[C@@H](CO)O1 was read as RAD54 branch -6, RAD52 anneal inh 6, Xi reactivation inconclusive, esBAF inh 2, EWS-Fli inh 5, S100A4 inh HTS 5, FN deposition inh -9 and E-selectin induc 0.6.
For O=C(COC(=O)c1cc(-c2ccccc2)nc2ccccc12)NC1CC1 the results were RAD54 branch -2, RAD52 anneal inh -12, Xi reactivation 0.0, esBAF inh 1, EWS-Fli inh -10, S100A4 inh HTS -5, FN deposition inh -5 and E-selectin induc 0.2.
For Nc1cccc2c1C(=O)N(C(=O)/C=C/c1ccc(F)cc1)C2=O the results were RAD54 branch 0, RAD52 anneal inh -14, Xi reactivation 0.0, esBAF inh -2, EWS-Fli inh 10, S100A4 inh HTS -6, FN deposition inh 3 and E-selectin induc 0.0.
For C[C@@H]1CN([C@H](C)CO)C(=O)c2cc(C#CC3(O)CCCC3)cnc2O[C@@H]1CN(C)Cc1cncnc1 the results were RAD54 branch -8, RAD52 anneal inh 2, Xi reactivation 0.4, esBAF inh 0, EWS-Fli inh -16, S100A4 inh HTS 1, FN deposition inh -8 and E-selectin induc 0.2.
COC(=O)[C@]12C[C@H](CC(=O)NCCc3ccccc3OC)C(=O)N(Cc3ccc4c(c3)OCO4)C1=C[C@H](C(C)(C)C)O[C@@H]2C was read as RAD52 anneal inh -7, Xi reactivation 0.0, EWS-Fli inh 13, S100A4 inh HTS 1, FN deposition inh 4 and E-selectin induc -0.1.
`Cc1ccc(S(=O)(=O)N[C@@H]2C=C[C@H](CC(=O)NCCCN(C)C)O[C@H]2CO)cc1` gave RAD54 branch 5, RAD52 anneal inh -4, Xi reactivation 0.2, esBAF inh 0, EWS-Fli inh 0, S100A4 inh HTS -1, FN deposition inh -19 and E-selectin induc -0.7.
Screening C[C@H](NC(=O)C[C@@H]1C=C[C@@H](NS(=O)(=O)c2cccc(F)c2)[C@@H](CO)O1)c1ccccc1 returned RAD54 branch 7, RAD52 anneal inh 10, Xi reactivation 0.3, esBAF inh 3, EWS-Fli inh 5, S100A4 inh HTS -11, FN deposition inh 0 and E-selectin induc -0.2.
For CNC[C@H]1Oc2ccc(NC(=O)Nc3ccc(F)cc3)cc2CC(=O)N([C@@H](C)CO)C[C@H]1C the results were RAD54 branch 5, RAD52 anneal inh -4, Xi reactivation 0.0, esBAF inh -6, EWS-Fli inh -6, S100A4 inh HTS 8, FN deposition inh -2 and E-selectin induc -0.2.
Screening O=C(Nc1scc(-c2ccccc2)c1C(=O)O)c1ccc(F)cc1 returned RAD54 branch 1, RAD52 anneal inh 4, Xi reactivation 0.0, esBAF inh 22, EWS-Fli inh -48, S100A4 inh HTS 4 and FN deposition inh 2.
`O=C(Cn1cc([N+](=O)[O-])cn1)NCc1ccccc1Cl` gave RAD54 branch 3, RAD52 anneal inh 1, Xi reactivation 0.0, esBAF inh 3, EWS-Fli inh 4, S100A4 inh HTS 7, FN deposition inh -2 and E-selectin induc 0.2.
`COC(=O)c1ccc(C)c(NC(=O)COC(=O)C2CC3CCCC(C2)C3=O)c1` (configuration not stated) gave RAD54 branch -1, RAD52 anneal inh -5, Xi reactivation 0.0, esBAF inh 1, EWS-Fli inh 1, S100A4 inh HTS -5, FN deposition inh 5 and E-selectin induc 0.1.
Screening Cc1csc(NC(=O)CSc2nc(C(C)C)nc3ccccc23)n1 returned RAD54 branch 0, RAD52 anneal inh -18, Xi reactivation 0.0, esBAF inh 15, EWS-Fli inh -6, S100A4 inh HTS 2 and FN deposition inh 4.
Screening O=C(Nc1ccccc1F)N1C[C@H]2[C@@H](c3ccccc31)[C@H](CO)N2C(=O)c1ccc(F)cc1 returned RAD54 branch 11, RAD52 anneal inh -8, Xi reactivation 0.3, esBAF inh 11, EWS-Fli inh -22, S100A4 inh HTS 1 and E-selectin induc -0.2.
`COc1ccc(NC(=O)CS(=O)(=O)c2cccc(Cl)c2)cc1` gave RAD54 branch -6, RAD52 anneal inh -6, Xi reactivation -0.1, esBAF inh -4, EWS-Fli inh 8, S100A4 inh HTS 4, FN deposition inh 4 and E-selectin induc 0.0.
Screening O=C(Cc1n[nH]c(=O)c2ccccc12)NC(c1ccccc1)c1ccccc1 returned RAD54 branch -1, RAD52 anneal inh -27, Xi reactivation 0.0, esBAF inh 5, EWS-Fli inh -4, S100A4 inh HTS 0, FN deposition inh -10 and E-selectin induc 0.7.
Screening CC(=O)c1ccc(S(=O)(=O)Nc2ccc(C(=O)N3CCC3)cc2)cc1 returned RAD52 anneal inh -5, Xi reactivation 0.1, EWS-Fli inh 6, S100A4 inh HTS -2, FN deposition inh 0 and E-selectin induc -0.1.
CN1C(=O)CCC(CCC(=O)O)(c2ccccc2O)C1=O (configuration not stated) was read as RAD54 branch -9, RAD52 anneal inh -6, Xi reactivation 0.3, esBAF inh 3, EWS-Fli inh 3, S100A4 inh HTS 0, FN deposition inh 6 and E-selectin induc -0.2.
`Cc1cc(NC(=O)COc2ccc3ccccc3c2)no1` gave RAD54 branch -3, RAD52 anneal inh -4, Xi reactivation 0.0, esBAF inh 1, S100A4 inh HTS 0 and FN deposition inh -2.
O=C1CC(C(=O)N2CCc3ccccc32)CN1c1ccccc1 (configuration not stated) was read as RAD54 branch 11, RAD52 anneal inh 1, Xi reactivation -0.1, esBAF inh 2, S100A4 inh HTS 4 and FN deposition inh 2.
O=C(NC1CCN(Cc2ccccc2)CC1)c1cn(-c2ccccc2)nc1-c1cccnc1 was read as RAD54 branch -1, RAD52 anneal inh -11, Xi reactivation 0.0, esBAF inh 3, EWS-Fli inh -10, S100A4 inh HTS -4, FN deposition inh -3 and E-selectin induc -2.1.
O=C(Nc1ccc(S(=O)(=O)N2CCCC2)cc1)c1ccc(Br)o1 was read as RAD54 branch 1, RAD52 anneal inh -13, Xi reactivation 0.0, esBAF inh 17, EWS-Fli inh -7, S100A4 inh HTS 1 and FN deposition inh 2.
